# Bioassay records as filed in PubChem.
# PfHsp40 rescue: rescue of PfHsp40-mediated yeast toxicity | S. cerevisiae expressing PfHsp40, growth rescue, ATP luminescence | growth rescue, % at 12.5 µM | 0.68% of 340,000 active | AID 504582; in the data active = growth rescue above about 28%, passing the limit was not always enough; inconclusive = no clear call, values can overlap the other calls;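 also: yeast W303a lacking pdr1 and pdr3 grown in galactose medium; growth measured after three days at 30 °C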
# BH1578 lux ind: induces V. cholerae light production without autoinducers. V. cholerae BH1578 lux reporter, luminescence, 6 h. activation, % at 18.7 µM. 0.16% of 350,000 active; in the data active = activation mostly above about 9.7%, no sharp cut-off; inconclusive = no clear call, values can overlap the other calls; inactive = mostly below about 3.7%; also: not every result past the cut was called active; inactives centre near 0; reference of the scale not given here
# Anthrax LF inh2: blocks Bacillus anthracis lethal factor protease; P15917; 0.12% of 360,000 active; inhibition, % at 10 µM; multiplex microsphere protease cleavage assay, LF; also: plate controls were buffer without enzyme for full effect and enzyme alone for no effect
# BoNT A protease: inhibitors of Botulinum neurotoxin A light chain protease; 0.17% of 360,000 active; AID 588499; inhibition, % at 10 µM; multiplex microsphere protease substrate cleavage, flow cytometry; also: plate controls were buffer without enzyme for full effect and enzyme alone for no effect
# SARS 3CLpro inh: SARS-CoV 3CLpro protease inhibition | P0C6X7 | recombinant SARS-CoV 3CLpro, quenched FRET peptide cleavage | inhibition, % at 6 µM | 0.14% of 290,000 active | AID 1706; in the data active = inhibition above about 12%
# TcdB GH inh: TcdB glycohydrolase inhibition; P18177; TcdB glycohydrolase enzymatic assay, plate reader; inhibition, % at 9.99 µM; 0.24% of 350,000 active; AID 652162; in the data active = inhibition above about 10%
# DUSP3 inh: DUSP3 (human) phosphatase inhibition; 0.52% of 290,000 active; P51452; recombinant VHR phosphatase, pNPP absorbance; inhibition, % at 13.3 µM; in the data active = inhibition above about 50%; also: some compounds called inactive have numbers as strong as hits
# CCHF vOTU inh: blocks the CCHF virus ovarian tumor domain protease; CCHFV vOTU protease, Pep-AMC fluorescence; inhibition, % at 11.5 µM; 0.55% of 370,000 active; AID 651958; in the data active = inhibition above about 30%; also: 0% = vehicle wells with enzyme and 100% = no enzyme wells
# SSB-PriA inh: blocks PriA binding to SSB C-terminal tail | AlphaScreen SSBct-PriA binding, biotinylated peptide | inhibition, % at 33 µM | 0.6% of 430,000 active | AID 1272365; in the data active = inhibition mostly above about 37%, no sharp cut-off; inactive = mostly below about 20%;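 also: plate controls were negative control peptide for no effect and reference peptide for full effect; strong numbers were not always called active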
# Y pestis TopoI: Y. pestis Topo-I inhibition via cleavage products | activity, % at 10 µM | Y. pestis Topo-I cleavage product accumulation, plate reader | 0.064% of 360,000 active; in the data active = activity above about 50%, passing the limit was not always enough; inconclusive = no clear call, values can overlap the other calls; also: inactives centre near 2
# * hit, by the source's call; i = inactive; ? = inconclusive; / = no result given; & = joins results of further samples. Rule as the data show it, unless noted: active = inhibition above about 30%; inconclusive = no clear call, values can overlap the other calls; inactive = below that. Only part of the results is shown (hit frequency here may not be typical).
SMILES,PfHsp40 rescue,BH1578 lux ind,Anthrax LF inh2,BoNT A protease,SARS 3CLpro inh,TcdB GH inh,DUSP3 inh,CCHF vOTU inh,SSB-PriA inh,Y pestis TopoI
CC1=C(C(=O)OCC(Cl)(Cl)Cl)N2C(=O)C(NC(=O)Cc3ccccc3)C2SC1 (configuration not stated),-0.9,0.2,-8,-0.5,6,1.4,12,4,-1,-1
O=C(Cc1cccs1)NCc1ccco1,-0.7,-5.0,2,0.5,7,/,7,1,-12,6
Cc1cc(Br)cn2c(Cc3ccsc3)c(-c3ccccc3)nc12,/,/,3,1.1,/,1.3,/,6,/,/
O=C(Nc1ccc(F)cc1)c1oc2ccccc2c1NC(=O)C1CC1,-0.2,i,-3,0.8,4,2.1,-20,-11,-2,4
COc1ccc(CN(C)C(=O)COC(=O)c2c(-c3ccccc3Cl)noc2C)cc1,-2.6,-0.4,-1,-0.1,0,1.6,4,14,-2,8
Cc1cc(C)c(C)c(S(=O)(=O)N2CCN(c3ccc(O)cc3)CC2)c1C,2.6,i,-3,0.2,8,-0.3,0,-47,32,23
CN(CC(=O)O)S(=O)(=O)c1ccc2oc3ccccc3c2c1,-0.1,-0.4,2,-4.0,2,-0.4,25,4,-9,5
O=C(COc1cc(F)ccc1[N+](=O)[O-])Nc1cccc(Br)c1,-0.3,-0.2,0,0.3,-4,-0.1,30,6,1,-15
N#Cc1ccccc1/C=N/Nc1nc(-c2ccccc2)c2cc(Br)ccc2n1,0.8,2.6,-3,0.4,1,/,20,2,/,8
Cc1ccc(S(=O)(=O)N2CCC(NC(=O)c3ccccc3)CC2)cc1,-1.2,2.3,2,-0.4,3,-1.8,-14,-7,-11,6
Clc1ccc(OCc2cc(-c3ccccc3)no2)c(Cl)c1,-0.9,i,2,-0.3,-2,/,25,1,-1,10
COc1ccnc(CSC(N)=Nc2ccc(F)cc2)c1,-0.7,0.3,1,0.2,5,/,13,1,46*,-1
CC(=O)c1cccc(NC(=O)c2cc(-c3ccc(F)cc3)on2)c1,-0.9,0.8,-1,5.9,4,1.6,23,-11,-10,1
Cc1cc(C)cc(N(CC(=O)NC(C)C)C(=O)CCC(=O)Nc2ccccn2)c1,-1.4,i,-3,-3.8,5,1.1,-35,0,1,5
O=C(N/C(=C/c1cccs1)C(=O)N1CCOCC1)c1ccccc1,13,i,0,-0.1,0,1.3,-3,-6,-16,10
CC(=O)N/N=C(\N)c1nonc1N,/,i,12,-7.0,4,1.4,-4,-4,i,3
CCCN(C(=O)C(C)Oc1cccc(Cl)c1)c1c(N)n(Cc2ccccc2)c(=O)[nH]c1=O (configuration not stated),-1.3,-0.1,1,-2.1,6,-1.0,4,4,-4,5
COc1ccc(N2CCN(C(=O)CN3CCN(c4nc(-c5ccc(F)cc5)cs4)CC3)CC2)cc1,2.1,-0.3,-6,-1.5,-6,/,-4,-7,3,5
Cc1cc(Br)cn2c(Cc3ccccc3C(F)(F)F)c(C3CCCCC3)nc12,/,/,6,-1.3,/,1.1,/,20,/,/
COc1cccc(NC(=O)CCNS(=O)(=O)c2ccc3c(c2)CC(C)N3C(=O)C2CC2)c1 (configuration not stated),0.1,i,5,2.0,-2,0.4,-17,-7,1,6
CCN1CCN(C(c2cccs2)C(C)NS(=O)(=O)c2ccc(F)cc2)CC1 (configuration not stated),-2.0,-0.1,3,-0.3,-2,0.1,16,3,-7,5
COc1ccccc1C(c1nnnn1C(C)(C)C)N1CCN(Cc2ccncc2)CC1 (configuration not stated),-0.5,-0.4,-2,0.4,2,/,13,3,-10,-2
COc1ccccc1-n1nc(C)c(-c2ccccc2)c1N,-0.6,4.7,1,0.1,2,-4.4,16,25,-8,-13
O=C(CCCN1C(=O)C2CC=CCC2C1=O)Nc1ccccc1F (configuration not stated),-0.1,-0.1,-1,-0.2,-7,0.3,2,-4,-2,-6
CC(C)(C)NC(=O)COC(=O)c1cc(F)c(F)cc1Cl,-1.3,i,-3,0.0,3,/,26,4,-6,5
# The listing continues.
SMILES,PfHsp40 rescue,BH1578 lux ind,Anthrax LF inh2,BoNT A protease,SARS 3CLpro inh,TcdB GH inh,DUSP3 inh,CCHF vOTU inh,SSB-PriA inh,Y pestis TopoI
N#CCC(=N)N1CCN(c2cccc(Cl)c2)CC1,-0.3,7.1,-4,-0.2,2,/,-5,-3,1,4
O=C(COc1ccc2oc(-c3ccco3)cc(=O)c2c1)N1CCCCC1,-0.5,-0.3,-2,-1.3,1,1.4,23,-170,0,18
O=C1CCC(=O)N(O)CCCCCNC(=O)CCC(=O)N(O)CCCCNC(=O)CCC(=O)N(O)CCCCCN1,-0.6,-0.3,-3,0.0,/,-1.0,3,9,-8,-1
O=c1[nH]cnc2c1c(-c1ccccc1)cn2-c1ccc(F)cc1,2.5,-0.1,-3,-0.8,6,0.9,-7,4,4&12,-4
COc1ccc(C(=O)NCCNC(=O)c2ccc(OC)cc2)cc1,-0.7,-0.5,22,3.1,/,1.1,/,-2,-9,5
Brc1cccc(/C=N\n2cnnc2)c1,-0.1,-0.5,10,0.0,-1,/,22,-6,/,0
O=C(Nc1ccc(Cc2ccc(NC(=O)C3CC3)c(O)c2)cc1O)C1CC1,-0.1,i,-1,0.6,6,/,-15,5,-8,-12
Cc1nc(C(=O)NNC(=O)c2c(-c3c(Cl)cccc3Cl)noc2C)cs1,-0.5,i,-7,?,-3,-0.5,19,4,-3,-11
CCC(C(=O)N1CCOCC1)n1nc(C)n2c(cc3cc(C)ccc32)c1=O (configuration not stated),-0.4,-1.7,-6,-3.5,5,0.3,6,13,7,6
O=C(O)CC(C(=O)N(c1ccccc1)c1ccccc1)N1CCOCC1 (configuration not stated),-1.2,i,0,-0.3,3,/,3,4,-3,1
COc1ccccc1CNC(=O)c1cnccn1,0.3,i,-6,-2.7,2,/,24,8,-7,3
CC(=O)c1cccc(OCc2cc(C(=O)N(C)CCc3cnn(C)c3)no2)c1,0.6,0.0,0,3.1,-5,-1.2,9,-6,3,-5
Clc1ss/c(=N\c2ccccn2)c1Cl,-0.5,i,1,1.4,-2,/,13,-3,/,-7
FC(F)(F)c1cc(N2CCOCC2)nc(-c2ccccc2)n1,0.5,1.1,1,0.1,2,0.0,21,11,-14,-3
CC(C)(O)C#Cc1ccc(CN2CCCC(CNC(=O)c3ccco3)C2)cc1 (configuration not stated),-1.6,-5.0,-5,1.1,2,1.0,-8,13,-13,8
Cc1ccc2oc(-c3cccc(NC(=O)c4ccc(Br)o4)c3)nc2c1,-1.3,i,1,0.1,4,/,17,10,-11,4
Nc1ccc(O)c2c(=O)cc(-c3ccccc3Cl)oc12,-0.2,-1.3,-10,-0.3,-6,1.0,1,4,15,0
NC(=S)N/N=C/c1coc2ccc(O)cc2c1=O,-0.3,-0.5,2,0.0,3,1.4,9,5,/,8
Cc1ccc(NC(=O)NCc2nc3ccccc3n2C)cc1,0.0,-0.6,1,-0.6,2,-4.4,16,1,3,2
CCC(C)c1nc2c(c(N3CCC3=O)c1-c1ccccc1)CCCC2 (configuration not stated),-1.1,i,1,-0.5,/,1.9,/,3,-5,37
Cc1cc(C)c2nc(-c3cccc(Cl)c3)c(C)c(C(=O)N3CCOCC3)c2c1,-1.3,-0.4,-2,0.4,-7,0.2,22,17,15,21
CC1=CC(=O)[C@H]2C(C)(C)CCC[C@]2(C)[C@@]1(O)CO,-1.3,-0.5,-1,-0.5,2,0.7,12,-1,-12,6
N/C(Cc1ccc([N+](=O)[O-])cc1)=N\OC(=O)Cc1ccccc1,0.1,i,-1,-0.3,0,1.4,-5,-3,/,-1
COc1ccc(N2CC(C(=O)NCCc3ccc(Cl)cc3)CC2=O)cc1 (configuration not stated),0.6,-0.6,0,-1.6,-8,-0.9,15,-3,3,3
O=C(Nc1cccc2ccccc12)c1ccc2sc([C@@H]3O[C@H](CO)[C@@H](O)[C@H]3O)nc2c1,/,-1.0,-3,0.1,/,-2.5,/,19,/,-4
# New compounds follow
SMILES,PfHsp40 rescue,BH1578 lux ind,Anthrax LF inh2,BoNT A protease,SARS 3CLpro inh,TcdB GH inh,DUSP3 inh,CCHF vOTU inh,SSB-PriA inh,Y pestis TopoI
COC(=O)C1=NN[C@H](C(=O)OC(C)(C)C)[C@H]1c1ccccc1,-1.8,-0.1,1,-0.4,3,1.7,3,-8,-15,-3
O=C(Nc1ccc2oc(-c3ccccc3)nc2c1)c1cc(-n2cnnc2)ccc1Cl,-1.0,i,-8,0.1,-3,0.6,-3,12,-4,0
S=c1[nH]nc(-c2ccco2)n1/N=C/c1ccc(Cl)cc1,12,i,0,-0.3,-1,3.7,9,0,/,7
COCCCNC1=C(C#N)C(=O)NC(c2cccc([N+](=O)[O-])c2)S1 (configuration not stated),/,i,-5,-0.3,/,-8.7,/,-6,/,-3
CCN(C(=O)CSc1nnc(Nc2ccccc2)s1)C1CCS(=O)(=O)C1 (configuration not stated),-0.2,-0.1,0,0.2,2,0.0,10,3,-9,4
O=C(Nc1ccccc1)N(C1=NCCC1)c1ccc(OC(F)F)cc1,1.3,-0.6,-6,-0.5,-4,/,21,12,-8,5
CC(OC(=O)c1ccc2c(c1)NC(=O)CS2)C(=O)c1ccc(F)cc1 (configuration not stated),0.5,5.9,-7,0.2,/,2.3,/,11,2,16
COc1cccc(/C=N/NC(=O)CN(C2=NS(=O)(=O)c3ccccc32)c2ccccc2)c1,-0.6,-0.3,3,0.1,3,/,5,10,/,37
Cc1ccc(Nc2nc3ccccc3n3cnnc23)cc1C,-1.4,i,-16,0.8,-2,-1.2,34,-1,0,4
O=C(c1c(F)cccc1F)N1CCCC1,-0.3,-0.3,-1,-0.3,1,-0.6,0,4,5,0
CCC(c1nnnn1CCOC)N(Cc1cc2c(C)cc(C)cc2[nH]c1=O)CC1CCCO1 (configuration not stated),-0.9,-4.2,3,0.7,0,-2.1,30,28,5,21

# Of the compounds above, these contain a furan ring, fused or not:
SMILES,PfHsp40 rescue,BH1578 lux ind,Anthrax LF inh2,BoNT A protease,SARS 3CLpro inh,TcdB GH inh,DUSP3 inh,CCHF vOTU inh,SSB-PriA inh,Y pestis TopoI
O=C(Cc1cccs1)NCc1ccco1,-0.7,-5.0,2,0.5,7,/,7,1,-12,6
O=C(Nc1ccc(F)cc1)c1oc2ccccc2c1NC(=O)C1CC1,-0.2,i,-3,0.8,4,2.1,-20,-11,-2,4
CN(CC(=O)O)S(=O)(=O)c1ccc2oc3ccccc3c2c1,-0.1,-0.4,2,-4.0,2,-0.4,25,4,-9,5
O=C(COc1ccc2oc(-c3ccco3)cc(=O)c2c1)N1CCCCC1,-0.5,-0.3,-2,-1.3,1,1.4,23,-170,0,18
CC(C)(O)C#Cc1ccc(CN2CCCC(CNC(=O)c3ccco3)C2)cc1 (configuration not stated),-1.6,-5.0,-5,1.1,2,1.0,-8,13,-13,8
Cc1ccc2oc(-c3cccc(NC(=O)c4ccc(Br)o4)c3)nc2c1,-1.3,i,1,0.1,4,/,17,10,-11,4
S=c1[nH]nc(-c2ccco2)n1/N=C/c1ccc(Cl)cc1,12,i,0,-0.3,-1,3.7,9,0,/,7
